Nrf2 activator: qHTS of Nrf2 Activators. AREc32 ARE-luciferase reporter (MCF7-derived line), luminescence, 24 h. Potency, µM (doses to about 46.1 µM), for the others: at the top dose activation, hits mostly activators. 410,000 tested, 0.31% active. AID 624171, 2012; note: potency is the fitted concentration of half-maximal effect; % of control where 0% means no effect; nearly all actives have a fitted effect of over 65% in size
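For detection, Steady-Glo was added and plates sat 30 min at RT; before that, AREc32_Fluc cells grown overnight in OPTI-MEM/5% FBS had been treated with 23 nL compound for 24 hr at 37 deg C.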
Nrf2 inh: Nrf2 qHTS screen for inhibitors. A549 ARE-Fluc reporter, luciferase luminescence, 18-24 h. Potency, µM (series often up to 46 µM), without a hit: at the highest dose activity change, negative = inhibition, usual class: inhibitors. 360,000 tested, 2.1% active; note: potency is the fitted concentration of half-maximal effect; % is set by controls: 0 for no effect and ±100 for the full control effect; nearly all actives have a fitted effect of over 60% in size
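A549 ARE_Fluc cells, 5000/well, 5% FBS OPTI-MEM; compounds in dose-response, 18-24 h at 37 °C/5% CO2; CellTiter-Fluor viability read (Ex 405/Em 525), then BugLite luciferase luminescence = Nrf2 activity.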
Abeta rescue: qHTS for compounds that reverse cellular toxicity of Amyloid beta (A-beta) peptide in yeast: Primary Screen; yeast expressing A-beta42, growth rescue, OD600, 48 h; response scale: 0% DMSO, 100% iron-clioquinol control; Potency, µM (titrated, usually from 46.1 µM), inactives show at the top dose growth rescue, hits mostly activators; 410,000 tested, 0.063% active; AID 1347071, 2019; note: potency is the fitted concentration of half-maximal effect; nearly all actives have a fitted effect of over 55% in size
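Yeast A-beta toxicity model in growth medium with pinned compounds, 48 h at 30 C; growth read as absorbance at 600 nm. Normalized to FeCl3/clioquinol equimolar mix (positive) and DMSO (negative).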
Mm-Cpn inhibitor: Inhibitors of TCP-1 ring complex (TRiC) of Methanococcus maripaludis (MmCpn): qHTS; Chaperonin Mm-Cpn (Methanococcus maripaludis); purified Mm-Cpn ATPase, ADP Transcreener TR-FRET; Potency, µM (highest dose often 76.9 µM), for inactives: at the highest dose activity, negative = inhibition, usual class: inhibitors; 330,000 tested, 0.031% active; note: potency is the fitted concentration of half-maximal effect; % is set by controls: 0 for no effect and ±100 for the full control effect; nearly all actives have a fitted effect of over 80% in size
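ATP (10 uM final) was added to archaeal chaperonin (25 nM final) after 10 min exposure to test compound at 37°C; after 30 min further incubation, ADP was detected by competitive TR-FRET.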
pAkt inh: HTS Assay for Inhibitors of Akt Phophorylation: Primary Screen; activity change, % for hits at 50 µM; Neuro2A IGF-stimulated pAkt S473 HTRF, 20 min; active compounds read low; 360,000 tested, 0.32% active; in the data active = activity change below about -80%; inconclusive = mostly about -51% to -80%; note: % is set by controls: 0 for no effect and ±100 for the full control effect
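Single-point screen (50 µM final compound) in Neuro2A cells stimulated 20 min with 6 nM IGF at 37 deg C. After lysis, Ser473-phosphorylated Akt read by HTRF (ex 330 nm, em 615/665 nm) as the 665/615 ratio.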
TGFb SMAD3 inh: qHTS for Inhibitors of TGF-b | HepG2 CAGA-GFP TGF-b/SMAD3 reporter, GFP fluorescence, 18 h; TGF-beta stimulated, 500 pg/mL final | Potency, µM (series often up to 46.1 µM), for inactives: top-dose activity, negative = inhibition, most hits filed as inhibitors | 410,000 tested, 1.2% active | AID 588855, 2011; note: potency is the fitted concentration of half-maximal effect; % is set by controls: 0 for no effect and ±100 for the full control effect; nearly all actives have a fitted effect of over 65% in size
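Read-out: total well GFP (ex488/em500-530) summed from mean per-cell fluorescence. Cells: HEPG2 CAGA-GFP, 1% FBS DMEM, 18 h at 37 degrees C with 500 pg/mL final TGF-beta. Unstimulated wells served as the full-inhibition control; stimulated DMSO wells = 0%.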
CCT modulator: High-Throughput Screening for Modulators of Cytosolic Chaperonin Activity; purified chaperonin ATPase assay, HTRF ADP detection, 30 min; activity change, % (concentration not given with the values), hits read low; 360,000 tested, 0.3% active; AID 651819, 2012; in the data active = activity change below about -30%; note: % is set by controls: 0 for no effect and ±100 for the full control effect
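We incubate TRiC, 40 or 20 nM final, with library compounds at 76 uM and 10 uM ATP for 30 min at 37 °C. ADP formed is detected with Transcreener HTRF reagents after 30 min at room temperature.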
A549 tox: Nrf2 qHTS screen for inhibitors: counterscreen for cytotoxicity | A549 ARE-Fluc cells, CellTiter-Fluor viability, 18-24 h | Potency, µM (titrated, usually from 46 µM), without a hit: top-dose activity change, negative = cytotoxicity, hits mostly inhibitors | 390,000 tested, 0.16% active; note: potency is the fitted concentration of half-maximal effect; % is set by controls: 0 for no effect and ±100 for the full control effect
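A549 ARE-Fluc cells in 5% FBS OPTI-MEM, 5000 cells/well, rested 2 h then exposed to compounds in concentration-response for 18-24 h at 37 °C. Viability by CellTiter-Fluor fluorescence (Ex 405/Em 525) after 30 min; luciferase luminescence (BugLite, 15 min, RT) read afterwards.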
HepG2 tox: qHTS for Inhibitors of TGF-b: Cytotox Counterscreen; HepG2 CAGA-GFP viability, ATP luminescence, 18 h; Potency, µM (titrated, usually from 46.1 µM), inactives show top-dose activity change, negative = cytotoxicity, hits mostly cytotoxic; AID 588856, 2011; 410,000 tested, 0.76% active; note: potency is the fitted concentration of half-maximal effect; some results filed as inactive show a strong effect at the top dose
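HepG2 CAGA-GFP cells (1000/well, DMEM with 1% FBS) received compound, then TGF-beta at 500 pg/mL final, and were incubated 18 hours at 37 degrees C. Viability was read by CellTiter-Glo luminescence. Media-only wells were set as complete cell-killing and DMSO as no toxicity.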
Starred values were filed as active, the others as inactive; i = inactive; ? = inconclusive; nt = not tested or not shown; [ ] = dose if it differs, or a comment. Unless noted, calls come from the whole dose curve; as a rule, active = well fitted curve in the direction sought with a large enough effect; inconclusive = small, poorly fitted or top-dose-only effect, or another doubt; inactive = no such curve, though single readings can be large; an effect the other way counts as inactive or inconclusive.

(1) CCCCc1ccc(NC(=O)CSc2nc(=O)n(CCN(C)C)c3c2CCC3)cc1
(2) Cc1cccc(Nc2nc(OCC#N)nc(N(C)C)n2)c1
(3) O=C1COc2ccc(C(=O)COC(=O)/C=C/c3ccc(Br)o3)cc2N1
(4) COc1ccc(CN(C(=O)COc2ccc(C)c(C)c2)C2CCS(=O)(=O)C2)cc1OC (stereo not given)
(5) CCCc1cc(=O)[nH]c(SCC(=O)Nc2cc(C)on2)n1
(6) CCOc1ccc(N2C(=O)C3CCCN3C2=S)cc1 (stereo not given)
Screen / compound no.,1,2,3,4,5,6
Nrf2 activator,17.5%,0.2%[9.22 µM],4.9%,-0.2%,0.3%,-0.1%
Nrf2 inh,-11.1%,7.2%,-22.3%,-6.1%,16.4%,-7.1%
Abeta rescue,0.5%,4.7%,-10.6%,-1.7%,7.3%,5.2%
Mm-Cpn inhibitor,1.7%,0.5%,-1.3%,-1.8%,-1.8%,-2.9%
pAkt inh,i,i,i,i,i,i
TGFb SMAD3 inh,?,-3.0%,-11.4%,2.8%,0.6%,3.2%
CCT modulator,-0.4,0.5,-4.8,-2.2,-2.4,-1.5
A549 tox,-25.7%,8.1%,-1.0%,0.0%,2.5%,-0.3%
HepG2 tox,-84.1%,-11.6%,-7.2%,6.9%,-3.5%,-19.3%

(7) OC1(Cc2cc(-c3ccccc3)no2)CCN(CCCc2ccccc2)CC1
(8) COc1ccc(-c2ncccc2OC(=O)C23CC4CC(CC(C4)C2)C3)cc1
(9) OCCN(Cc1ccccc1)CC(O)COc1ccc(-c2ccccc2)cc1 (stereo not given)
(10) CN(C)S(=O)(=O)c1cccc(NC(=S)N/N=C/C(=O)c2ccccc2)c1
(11) CCOC(=O)COn1c(=O)c(-c2ccc(F)cc2)[n+]([O-])c2ccccc21
(12) CC1(c2ccccc2)NC(=O)N(CCN2C(=O)c3ccccc3C2=O)C1=O (stereo not given)
Screen / compound no.,7,8,9,10,11,12
Nrf2 activator,2.4%,-0.2%,0.0%,-0.2%,-0.4%,-0.8%
Nrf2 inh,-18.3%,-7.2%,5.7%,-25.1%,2.1%,11.8%
Abeta rescue,11.8%,-4.5%,-14.0%,4.1%,3.7%,11.8%
Mm-Cpn inhibitor,0.7%,2.1%,1.1%,1.6%,-1.0%,0.1%
pAkt inh,i,i,i,i,i,i
TGFb SMAD3 inh,-7.9%,0.0%,?,1.7%,4.0%,1.6%
CCT modulator,0.0,-1.8,1.5,-1.8,-3.3,1.5
A549 tox,?,-4.4%,1.2%,-9.3%,2.2%,-0.9%
HepG2 tox,-43.8%,5.2%,-113.0%,-2.5%,4.2%,5.9%

Some entries already given, limited to HepG2 tox, A549 tox and pAkt inh.
nr	compound	HepG2 tox	A549 tox	pAkt inh
7	OC1(Cc2cc(-c3ccccc3)no2)CCN(CCCc2ccccc2)CC1	-43.8%	?	i
10	CN(C)S(=O)(=O)c1cccc(NC(=S)N/N=C/C(=O)c2ccccc2)c1	-2.5%	-9.3%	i
12	CC1(c2ccccc2)NC(=O)N(CCN2C(=O)c3ccccc3C2=O)C1=O (stereo not given)	5.9%	-0.9%	i

Next records
(13) CC(=C\c1ccccc1)/C=C1/SC(=S)N(CCC(=O)O)C1=O
(14) Cc1ccc2cccc(SCC(=O)N3CCOCC3)c2n1
(15) O=C(Nc1ccc(N2CCOCC2)c(Cl)c1)c1cc2ccccc2o1
(16) CN(C)CCNc1ncnc2c1ncn2[C@H]1CN(Cc2ccco2)C[C@@H](CO)O1
(17) Cn1cccc1CC(=O)NNC(=S)NC(=O)c1ccccc1Br
(18) Cn1c(Cc2ccccc2)nnc1SCC(=O)Nc1ccccc1N1CCOCC1
Screen / compound no.,13,14,15,16,17,18
Nrf2 activator,-0.9%,3.2%,2.0%,0.5%,3.0%,-0.8%
Nrf2 inh,?,nt,?,nt,?,?
Abeta rescue,-5.5%,-2.7%,5.0%,-17.9%,?,17.0%
Mm-Cpn inhibitor,-16.3%,-0.3%,-0.9%,nt,-4.3%,4.9%
pAkt inh,i,i,i,i,i,i
TGFb SMAD3 inh,2.0%,-43.9%,0.0%,20.8%,-4.2%,1.1%
CCT modulator,-0.2,-1.3,-1.7,0.1,-2.1,-1.7
A549 tox,-9.5%,-1.2%,-8.6%,nt,-5.7%,3.8%
HepG2 tox,14.8%,-26.7%,12.4%,-4.0%,-8.3%,-1.3%

(next part)
The line under a structure holds: Nrf2 activator	Nrf2 inh	Abeta rescue	Mm-Cpn inhibitor	pAkt inh	TGFb SMAD3 inh	CCT modulator	A549 tox	HepG2 tox
19: O=C(Nc1ccc(F)cc1F)N1CCCC(c2nc(-c3ccc(F)cc3)no2)C1 (stereo not given)
→ -0.4%	?	-0.4%	-1.0%	i	-39.2%	-1.8	-13.3%	-2.2%
20: CCCCNC(=O)C[C@@H]1C[C@@]2(C(=O)OC)CCCCC=C2N(Cc2ccccc2)C1=O
→ 0.0%	nt	1.7%	nt	i	nt	-0.6	nt	nt
21: CC(C)CN(C(=O)CSc1nc2ccccc2c(=O)n1C)C1CCS(=O)(=O)C1 (stereo not given)
→ -0.7%	?	4.3%	-0.4%	i	-7.9%	-1.4	4.5%	-0.2%
22: O=C(Cc1ccc([N+](=O)[O-])cc1)NCc1ccncc1
→ -0.7%	5.3%	1.8%	0.6%	i	-0.5%	0.2	1.9%	17.0%
23: C=CCn1c(SCC(=O)Nc2ccccc2C)nnc1-c1ccncc1
→ 0.3%	11.2%	14.2%	-0.2%	i	5.3%	0.7	-1.3%	0.5%
24: Cc1ccc(N2CC(C(=O)Nc3nnc(SCC(N)=O)s3)CC2=O)cc1 (stereo not given)
→ -0.6%	2.6%	2.1%	-3.6%	i	15.3%	-2.6	0.0%	-4.1%
25: CC(CCc1ccccc1)NC(=O)C(=O)NCCc1ccccc1 (stereo not given)
→ -0.3%	-4.9%	13.2%	0.7%	i	-6.6%	-1.6	7.9%	-5.9%
26: COc1cc(NC(=O)c2cc(-c3ccc(Cl)c(Cl)c3)on2)cc(OC)c1OC
→ -0.5%	-3.8%	1.9%	nt	nt	-18.6%	nt	0.4%	7.2%
27: COc1ccccc1N=CC=C1OC(C)(C)C(C)(C)O1
→ ?	?	13.1%	-7.7%	i	?	-0.9	-1.0%	-44.1%
28: Cc1ccc(C(=O)NCCn2c(C)cc3ccccc32)cc1C
→ 0.4%	-3.5%	13.1%	nt	nt	?	nt	2.4%	-38.1%
29: COc1cccc(C(=O)Nc2cc(NC(=O)c3cccs3)ccc2C)c1
→ 8.4%	?	18.9%	-1.1%	i	-24.3%	2.2	-2.3%	1.0%
30: Cc1nnc2c3ccccc3nc(Nc3ccccc3C(=O)O)n12
→ 4.2%	-21.7%	16.0%	nt	nt	6.2%	nt	-19.3%	-17.9%
31: CCN1CCN(c2ncc(C(=O)Nc3cc(Cl)c(OC)cc3OC)c3ccccc23)CC1
→ -0.3%	-4.7%	-5.5%	0.9%	i	0.0%	0.7	-20.1%	1.2%
32: COC(=O)Nc1nnc(COc2cccc(C)c2)s1
→ -0.8%	?	4.4%	-1.8%	i	2.8%	1.0	-1.0%	-2.6%
33: CCc1ccc(NC(=O)CCS(=O)(=O)c2ccc(Cl)cc2)cc1
→ 2.0%	-28.3%	0.1%	-0.6%	i	-26.8%	-0.2	0.0%	-14.8%
34: CC1=NOC(=O)/C1=C\c1ccc(-c2cc(Cl)ccc2Cl)o1
→ 4.3%	4.0%	-6.5%	-0.6%	i	-19.9%	-1.8	6.2%	-16.5%
35: CC(c1ccccc1)n1c(CO)nc2ccccc21 (stereo not given)
→ -1.1%	1.8%	-7.0%	-0.1%	i	17.3%	0.3	5.3%	0.2%
36: Cc1cc(NC(=O)c2cccnc2)ccc1NC(=O)c1cc2ccccc2o1
→ -0.7%	-5.1%	-17.7%	-7.9%	nt	?	0.5	0.6%	-28.7%
37: CC(=O)c1c(C)oc2ccc(N(C(=O)Oc3ccccc3)S(=O)(=O)c3ccc(Br)cc3)cc12
→ -0.9%	8.8%	-2.2%	nt	nt	9.9%	nt	1.3%	-5.9%
38: COC(=O)CSc1nc2c(c(-c3ccco3)c1C#N)CCCC2
→ 21.8%	12.7%	-3.4%	-5.5%	i	-2.1%	-0.7	-5.6%	-6.7%
39: Cc1ccccc1-n1c(O)c(/C=N/N2CCCCC2c2cccnc2)c(=O)[nH]c1=O (stereo not given)
→ -0.6%	-2.0%	3.6%	0.3%	i	-0.8%	1.9	8.5%	-4.8%
40: COc1ccc(Cl)cc1CNCCSc1nnnn1-c1ccccc1
→ 6.7%	7.0%	5.9%	nt	nt	-29.0%	nt	1.0%	-42.4%

Screens: PubChem BioAssay, National Center for Advancing Translational Sciences (NCATS)
